# Compound activity as filed in PubChem BioAssay.
# FEN1 inhibitor = human FEN1 inhibition. P39748. Recombinant FEN1 flap cleavage, fluorescence, 15 min. Potency, µM (series often up to 114 µM), without a hit: at the top dose activity change, negative = inhibition, usual class: inhibitors. 0.35% of 390,000 active. AID 588795; further: nearly all actives have a fitted effect of over 65% in size
#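 Quantitative HTS format: each compound was titrated, incubated with 10 nM nuclease for 15 min at room temperature, then challenged with flap substrate at 50 nM final. Signal change over 15 min gave concentration–effect curves.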
# N370S GC = inhibitors or activators of N370S glucocerebrosidase for Gaucher disease. 0.092% of 330,000 active. P04062. AID 2101. Potency, µM (highest dose often 59.4 µM), for the others: at the highest dose activity change, negative = inhibition, most hits filed as inhibitors. N370S GC spleen homogenate, 4MU-glucoside fluorescence;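 further: 0% = full enzyme activity and -100% = no enzyme basal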
# KAT2A inh = inhibitors of human GCN5L2 histone acetyltransferase. Potency, µM (doses to about 58.9 µM), inactives show top-dose activity change, negative = inhibition, actives largely listed as inhibitors. AID 504327. GCN5L2 HAT assay, ThioGlo1 CoA-SH fluorescence. Q92830. 0.21% of 390,000 active
# Target sequence (Q92830 whole entry, looked up): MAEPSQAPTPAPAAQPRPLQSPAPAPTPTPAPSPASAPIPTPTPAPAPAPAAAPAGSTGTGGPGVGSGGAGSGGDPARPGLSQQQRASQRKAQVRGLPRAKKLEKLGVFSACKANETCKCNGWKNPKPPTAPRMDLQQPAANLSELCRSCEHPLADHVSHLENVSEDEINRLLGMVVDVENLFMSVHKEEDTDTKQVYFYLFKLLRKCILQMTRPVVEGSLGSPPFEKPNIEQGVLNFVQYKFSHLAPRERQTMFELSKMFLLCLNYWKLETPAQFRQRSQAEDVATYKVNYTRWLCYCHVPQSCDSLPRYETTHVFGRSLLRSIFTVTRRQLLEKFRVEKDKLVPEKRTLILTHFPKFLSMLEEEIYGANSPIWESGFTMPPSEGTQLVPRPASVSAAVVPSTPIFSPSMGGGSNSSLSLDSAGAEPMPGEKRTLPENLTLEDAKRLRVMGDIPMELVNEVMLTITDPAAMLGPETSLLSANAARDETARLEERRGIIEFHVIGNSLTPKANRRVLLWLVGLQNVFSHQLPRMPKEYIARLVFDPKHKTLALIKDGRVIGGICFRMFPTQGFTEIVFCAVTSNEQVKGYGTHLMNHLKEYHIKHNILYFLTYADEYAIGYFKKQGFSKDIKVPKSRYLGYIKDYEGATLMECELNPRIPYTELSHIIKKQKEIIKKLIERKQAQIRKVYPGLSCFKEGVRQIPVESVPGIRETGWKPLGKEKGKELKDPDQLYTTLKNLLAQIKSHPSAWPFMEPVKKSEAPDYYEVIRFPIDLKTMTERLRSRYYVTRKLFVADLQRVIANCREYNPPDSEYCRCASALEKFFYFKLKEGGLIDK
#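 Fluorescence readout, Ex340nm/Em540nm: ThioGlo1 (50uM final) reacts with free CoA thiol released as 20nM GCN5L2 acetylates H3(1-25) peptide (75uM) using acetyl-CoA (70uM). Compound and enzyme sat 15 min beforehand; 20 min room-temperature reaction.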
# Active calls of the source: *; ? = inconclusive; nt = no result given; & = joins results of further samples; [ ] = another dose, or the depositor's remark. The call rests on the fitted dose curve; in most records, active means well fitted curve in the direction sought with a large enough effect; inconclusive means small, poorly fitted or top-dose-only effect, or another doubt; inactive means no such curve, though single readings can be large; an effect the other way counts as inactive or inconclusive. Unless noted, on the % scale 0 is the no-effect control and ±100 the full control effect; potency means the concentration at half of the fitted maximal effect. Only part of the results is shown, so the mix of outcomes need not match the whole.
Molecule,FEN1 inhibitor,N370S GC,KAT2A inh
COC(=O)c1sccc1NS(=O)(=O)c1ccccc1,17%,0%,-2%
CCN1c2cc(C)ccc2-n2cccc2C12CCN(C(=O)Nc1cc(OC)c(OC)c(OC)c1)CC2,3%,nt,-16%
Cc1[nH]n(-c2ccc([N+](=O)[O-])cc2)c(=O)c1/C=N/N1CCOCC1,-7%,-2%,-8%
O=C(C1=C[C@@H](C2CC2)C[C@@H](OCCCCO)O1)N1CCN(Cc2ccc3c(c2)OCO3)CC1,-6%,-13%,-11%
COc1ccc([C@@H]2CC=C(C(=O)O)[C@H](c3ccccc3F)N2S(=O)(=O)c2ccc(C)cc2)cc1OC,-8%,-6%,0%
O=C(CSc1nnc(-c2ccc(Cl)cc2)n1Cc1ccco1)Nc1ccc2c(c1)OCCO2,-5%,7%,-20%
COc1ccc(-c2nnn(CC(=O)N(Cc3cccs3)C(C)C(=O)NC3CCCC3)n2)cc1OC (stereo not given),-19%,-10%,-8%
O=C(NC1CCN(C(=O)N2c3ccccc3Sc3ccccc32)CC1)c1ccccc1Cl,2%,5%,-7%
CCCCCCCCc1nc(SC(C)C(=O)O)n[nH]1 (stereo not given),0%,1%,-3%
COc1ccc(-n2c(SCC(=O)NCc3ccc(C)cc3)nc3n[nH]c(C)c3c2=N)cc1,-3%,nt,-1%
Cc1ccc(S(=O)(=O)N/N=C2/CCCCC2C2CCCCC2)cc1[N+](=O)[O-] (stereo not given),-6%,10%,-5%
NC(=O)NC(CC(=O)NCCCc1ccccc1)c1ccc(Cl)cc1 (stereo not given),0%,0%,-10%
CC1CC(C)CN(CCCNC(=O)c2ccc3c(c2)N(Cc2ccccc2)C(=O)c2ccccc2S3=O)C1 (stereo not given),19%,-19%,-9%
COc1ccccc1NC(=O)Nc1ccc(C)cn1,-1%,30%,2%
COC(=O)c1sccc1Oc1c(Cl)cccc1[N+](=O)[O-],-8%,-4%,-3%
CCOc1ccc2nc(NC(=O)CC3Oc4ccccc4NC3=O)sc2c1 (stereo not given),-14%,-1%,-3%
O=C1NC2(CCCCC2)C(=O)N1c1ccc(Cl)cc1,6%,1%,3%
COc1ccccc1OCC(O)CN1CCN(CC(=O)Nc2c(C)cccc2C)CC1 (stereo not given),-8%&15%,-10%&-1%&6%,1%&-2%
COc1ccc(CC(=O)Nc2sc3c(c2C(=O)Nc2c(C)cccc2C)CCCCC3)cc1,-15%,nt,-3%
CCC(C)C(NC(=O)C(CC(C)C)NC(=O)C(CO)NC(=O)C1CCC(=O)N1)C(=O)OC (stereo not given),19%,0%,8%
CCOC(=O)C1CCCN(C(=O)CCCn2nnnc2CN2CCC(C)CC2)C1 (stereo not given),18%,-8%,-6%
Cn1cc([C@@H]2C[C@H]3CN(Cc4cccc(Cl)c4)C(=O)[C@]34CCCN24)c2ccccc21,-1%,-16%,-1%
CCOC(=O)C1=NNC(C(=O)c2ccc(Cl)cc2)C1c1ccc(OC)cc1 (stereo not given),0%,-7%,-8%
CNC(=O)c1ccccc1S(=O)(=O)c1ccccc1C#N,3%,1%,-2%
CC1CCN(S(=O)(=O)c2cc(Br)cc(C(=O)NC3=NCCS3)c2)CC1,-8%,2%,-10%
COc1ccc(C(=O)NC2CC2)cc1OC1CCN(Cc2ccc(SC)cc2)CC1,-2%,-3%,-8%
O=C(NCc1ccccc1CN1CCCC1)c1cccc(S(=O)(=O)Nc2ccc(F)cc2)c1,-17%,nt,-8%
O=[N+]([O-])c1ccc2nc(-c3ccc(Cl)cc3)[nH]c2c1,?,8%,-4%
N#CCSc1nnc(C2CCCCC2)n1-c1ccccc1,-2%,-1%,0%
O=C(O)COc1ccccc1/C=N/NC(=O)COc1ccc(-c2ccccc2)cc1,?,5%,17%
Cc1cc(C)cc(C(=O)NC(CC(N)=O)c2ccc(NCCN3CCOCC3)c([N+](=O)[O-])c2)c1 (stereo not given),16%,-5%,-7%
COC(=O)/C=C/C(=O)N1CCN(c2cccc(Cl)c2)CC1,nt,6%,0%
CCn1c(CNc2ccc(Cl)cc2)nnc1SCC(=O)NCc1ccccc1,14%,2%,-6%
CSc1nc2ccc(NC(=O)c3ccccn3)cc2s1,11%,2%,-5%
Cc1noc(C)c1C(=O)N1CCN(c2cccc(Cl)c2)CC1,0%,-1%,-7%
O=C(CCN=C1NS(=O)(=O)c2ccccc21)OCc1c(F)c(F)c(F)c(F)c1F,6%,-21%,-3%
Cc1cccn2c(CNCC3(c4ccccc4)CCCC3)c(C(=O)N3CCOCC3)nc12,-8%,1%,0%
Cc1ccccc1C1=CCN(c2ncc(NC(=O)c3ccc(Cl)cc3)cc2C(=O)O)CC1,-11%,nt,2%
Cn1c(C(=O)N2CCc3ccccc3C2)cc2c(=O)n3ccccc3nc21,?,?,-10%
CCNc1nc(NOC)nc(OCC#N)n1,-9%,-3%,0%
Cc1c2cnn(CC(=O)NCCc3ccccc3)c(=O)c2c(C)n1Cc1ccccc1Cl,-3%,nt,-4%
O=C(O)CN1C(=O)c2cccc(Oc3ccc(Cl)cc3)c2C1=O,1%,4%,-1%
CC(OC(=O)c1nc(Cl)ccc1Cl)C(=O)Nc1ccccc1F (stereo not given),0%,-7%,-6%
CC1(C(=O)N(CC(=O)NC2CCCC2)C2CCCC2)CC(=O)N=C2C=CC=CN21 (stereo not given),-2%,-5%,-1%
S=C(Nc1ccc(Cl)cc1)NC1CC2CCCC(C1)N2C1CC1 (stereo not given),-1%,-24%,-9%

# Two of the compounds above, field by field:
canonical_smiles: O=[N+]([O-])c1ccc2nc(-c3ccc(Cl)cc3)[nH]c2c1
  FEN1 inhibitor: ?
  N370S GC: 8%
  KAT2A inh: -4%
canonical_smiles: CCNc1nc(NOC)nc(OCC#N)n1
  FEN1 inhibitor: -9%
  N370S GC: -3%
  KAT2A inh: 0%

# (next part)
SMILES	FEN1 inhibitor	N370S GC	KAT2A inh
CCCCn1c(N)c(N(CCC(C)C)C(=O)c2ccc([N+](=O)[O-])o2)c(=O)[nH]c1=O	2%	-1%	-10%
O=C(O)C1Oc2cc3ccccc3cc2O1	-30%	-5%	-3%
OC1C=CSc2nc3ccccc3n21 (stereo not given)	-2%	4%	-6%
Cc1cccc(NC(=O)C(=O)C2C(=O)Nc3ccccc32)c1 (stereo not given)	-1%	2%	-3%
COc1ccc(C)cc1NS(=O)(=O)c1ccc(-c2cnc(C3CC3)o2)cc1	-4%&-11%	3%	-22%&4%
COc1ccc(NC(=O)CNC(=O)Cn2c(C)cc3ccccc3c2=O)cc1OC	8%&0%	-9%	-8%&-3%
CCCCNC(=O)CN1C(=O)NC2(CCCc3ccccc32)C1=O (stereo not given)	-2%	6%	-1%
CC1CCC(NC(=O)C2CCN(C(=O)Nc3ccccc3)CC2)CC1 (stereo not given)	4%	nt	-3%
Cn1c(Cn2nnc3ccccc32)nnc1SCC(=O)c1ccc(F)cc1	0%	-9%	0%
COc1c(Cl)cnn(-c2ccc(Cl)c(Cl)c2)c1=O	-12%	14%	-6%
COC(=O)c1nc2ccc(C)cn2c1F	17%	0%	2%
Cc1ccccc1-c1noc(N)c1C#N	-6%	1%	-1%
Cc1cccc(N2CCN(c3ccc(NC(=O)/C=C\C(=O)O)cc3)CC2)c1	-3%	-7%	14%
CC(=O)NC(Cc1ccccc1C)C(=O)NC1CCN(C(=O)c2cccc(C)c2)CC1 (stereo not given)	0%	4%	-14%
Cc1ccc(-n2c(C)cc(C(=O)COc3c(CO)cc(F)cc3CO)c2C)cc1C	-16%	-16%	-7%
CN1CCc2c(sc(NC(=O)Cc3ccccc3)c2C(N)=O)C1	-16%	-11%	10%
Cc1noc(C)c1C(=O)NCCc1c(C)[nH]c2ccccc12	13%	-3%	-8%
Oc1c(C(c2cccc(F)c2)N2CCN(Cc3ccccc3)CC2)sc2ncnn12 (stereo not given)	-4%	-16%	-2%
COC(=O)c1ccc(C(=O)OC)c(NC(=S)N2CCCC2)c1	-13%	1%	4%
O=C(CSc1nccn1Cc1ccco1)Nc1ccc(OC(F)(F)F)cc1	-14%	nt	-13%
CC(C)(C)NC(=O)CSc1nc2ccc(NC(=O)CSc3nnnn3Cc3ccccc3)cc2s1	3%	-14%	-8%[0.501 µM]
CC(C)c1cccc(C(C)C)c1NC(=O)c1ccc(OCC(=O)NCc2ccccc2)cc1	nt	3%	-1%
COc1cc(OC)c(N(C)C(=O)c2sc3nc4n(c(=O)c3c2C)CCCC4)cc1Cl	-6%	nt	?
CSc1ncccc1C(=O)OC(C)C(=O)Nc1cccc(S(=O)(=O)N2CCOCC2)c1 (stereo not given)	2%	nt	0%
NC(=O)c1c(NC(=O)CN2C(=O)CCC2=O)sc2c1CCCCC2	-2%	4%	-5%
CCOc1ccccc1OCCCC(=O)N(C)CC(=O)Nc1cc(C)ccc1C	-5%	-9%	-3%
COc1cccc(NC(=O)c2cc(OC)c(OC)c(OC)c2Br)c1	-1%	-1%	-5%
CC(C)C(OC(=O)c1nsc(Cl)c1Cl)C(=O)NC(C)(C)C (stereo not given)	3%	-12%	2%
CCCN1CN(c2ccccc2)C(=S)N(c2ccccc2)C1	-6%	10%	-3%
c1ccc(-c2nnnc3ccccc23)cc1	6%	5%	-1%
COc1cc(C2N(C)CCC3(OCCO3)C2(C)C)cc(OC)c1OC (stereo not given)	2%	0%	-6%
CCOc1ccccc1CNC(=O)CSc1nnc(C)c2c(C)n(-c3ccccc3)nc12	0%	nt	-7%
N#Cc1nc(COc2ccc(Br)cc2)oc1NCCN1CCOCC1	4%	9%	-7%
CCN(CC1COc2ccccc2O1)C(=S)Nc1ccccc1 (stereo not given)	0%	7%	-4%
CCC(C(=O)Nc1ccon1)c1ccccc1 (stereo not given)	-16%	-1%	-3%
COc1ccc(NC(=O)c2ccc3c(SCC(=O)O)c4c(nc3c2)CCCC4)cc1OC	9%	nt	-15%
COC(=O)C1C(=O)OC(C)(C)C1C(C)C(=O)c1ccccc1 (stereo not given)	12%	1%[12.8 µM]	-5%
CN(CC(=O)Nc1ccc(N2CCOCC2)cc1)C(=O)c1cc(F)c(F)cc1Cl	3%	-18%	2%
Cc1cccc(C(=O)NCCC(=O)Nc2nc(C)c(Cc3ccc4c(c3)OCO4)s2)c1	0%	3%	0%
O=C(CSc1ccsc1[N+](=O)[O-])NCc1ccccc1	-1%	5%	-5%
COc1ccc(NC(=O)c2oc3ccccc3c2NC(=O)c2cc(=O)c3cc(Cl)ccc3o2)cc1	-1%	nt	-6%
COC(=O)C1=C(C)N(C(C)C)C(=O)C1(NC(C)=O)C(F)(F)F (stereo not given)	-2%	3%	3%
CCOc1ccc(NC(=O)c2sccc2-n2cccc2)cc1	9%	8%	-6%
Cc1ccc(NC(=O)/C(C#N)=C/c2ccc(-c3ccc(Cl)c(C(=O)O)c3)o2)cc1C	-4%	nt	-7%
COC(=O)CSc1nc2c(c(-c3ccc(C)o3)c1C#N)CCCC2	-1%	?	-19%

# Structural class, the entries above with fluorine (eleven)
SMILES	FEN1 inhibitor	N370S GC	KAT2A inh
COc1ccc([C@@H]2CC=C(C(=O)O)[C@H](c3ccccc3F)N2S(=O)(=O)c2ccc(C)cc2)cc1OC	-8%	-6%	0%
O=C(NCc1ccccc1CN1CCCC1)c1cccc(S(=O)(=O)Nc2ccc(F)cc2)c1	-17%	nt	-8%
O=C(CCN=C1NS(=O)(=O)c2ccccc21)OCc1c(F)c(F)c(F)c(F)c1F	6%	-21%	-3%
CC(OC(=O)c1nc(Cl)ccc1Cl)C(=O)Nc1ccccc1F (stereo not given)	0%	-7%	-6%
Cn1c(Cn2nnc3ccccc32)nnc1SCC(=O)c1ccc(F)cc1	0%	-9%	0%
COC(=O)c1nc2ccc(C)cn2c1F	17%	0%	2%
Cc1ccc(-n2c(C)cc(C(=O)COc3c(CO)cc(F)cc3CO)c2C)cc1C	-16%	-16%	-7%
Oc1c(C(c2cccc(F)c2)N2CCN(Cc3ccccc3)CC2)sc2ncnn12 (stereo not given)	-4%	-16%	-2%
O=C(CSc1nccn1Cc1ccco1)Nc1ccc(OC(F)(F)F)cc1	-14%	nt	-13%
CN(CC(=O)Nc1ccc(N2CCOCC2)cc1)C(=O)c1cc(F)c(F)cc1Cl	3%	-18%	2%
COC(=O)C1=C(C)N(C(C)C)C(=O)C1(NC(C)=O)C(F)(F)F (stereo not given)	-2%	3%	3%
